FBW7 act: human FBW7 E3 ligase activation, primary screen; Q969H0; AlphaScreen FBW7–phospho-cyclin E peptide binding, activator screen; normalized activity (activation), % at 26.1 µM; hit rate 0.13% among 650,000; AID 1259310; in the data active = normalized activity above about 1.9%;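 also: purified mutant Fbw7 with reduced substrate affinity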
Target sequence (Q969H0 whole entry, looked up): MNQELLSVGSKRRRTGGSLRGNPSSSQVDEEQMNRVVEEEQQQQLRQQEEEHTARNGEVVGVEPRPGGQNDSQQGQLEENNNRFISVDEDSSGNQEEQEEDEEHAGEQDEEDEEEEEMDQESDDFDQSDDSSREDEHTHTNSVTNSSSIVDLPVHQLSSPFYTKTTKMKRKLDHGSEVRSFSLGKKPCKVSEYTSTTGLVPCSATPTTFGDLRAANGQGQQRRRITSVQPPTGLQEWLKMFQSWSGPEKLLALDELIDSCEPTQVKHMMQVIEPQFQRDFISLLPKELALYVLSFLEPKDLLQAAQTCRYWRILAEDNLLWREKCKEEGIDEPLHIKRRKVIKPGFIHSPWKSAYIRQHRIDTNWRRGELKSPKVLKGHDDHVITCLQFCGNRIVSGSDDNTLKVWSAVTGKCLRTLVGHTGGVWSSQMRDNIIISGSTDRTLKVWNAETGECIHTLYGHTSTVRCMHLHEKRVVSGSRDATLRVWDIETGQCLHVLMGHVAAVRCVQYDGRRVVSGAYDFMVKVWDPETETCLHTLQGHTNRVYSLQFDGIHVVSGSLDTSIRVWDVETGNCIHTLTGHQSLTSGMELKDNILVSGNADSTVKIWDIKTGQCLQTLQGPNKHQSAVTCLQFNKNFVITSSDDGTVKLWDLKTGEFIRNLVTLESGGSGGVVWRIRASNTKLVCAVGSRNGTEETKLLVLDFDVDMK
TEAD-YAP block: TEAD-YAP interaction inhibition. HEK-TIYL cells, TEAD-Gal4/YAP UAS-luciferase luminescence. AID 1259422. inhibition, % at 9.12 µM. hit rate 1.4% among 640,000; in the data active = inhibition above about 32%;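 also: 0% = median of test compound wells and 100% = reference inhibitor wells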
MITF inh: blocks human microphthalmia-associated transcription factor. hit rate 0.91% among 650,000. O75030. AID 1259374. inhibition, % at 2.6 µM. AlphaScreen MITF homodimerization, bead proximity signal; in the data active = inhibition above about 50%;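 also: 0% = vehicle wells with protein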
GPR151 activ: human GPR151 activation. Q8TDV0. PathHunter beta-arrestin GPR151 cells, luminescence. activation, % at 11.2 µM. hit rate 1% among 650,000. AID 1508602; in the data active = activation above about 4.9%;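 also: 0% = median of compound wells and 100% = cells with positive control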
An asterisk follows results filed as active; . = no result given.

A first look (4 entries):
Sequence of screens: FBW7 act, TEAD-YAP block, MITF inh, GPR151 activ
> CS(=O)(=O)N(CC(=O)NC1CC1)c1ccc(OCc2ccccc2)cc1
→ -0.5, 4, 7, 1.0
> CC(C)CC(c1nnnn1Cc1ccc2c(c1)OCO2)N1CCN(C2CCCC2)CC1 (stereo not given)
→ -0.2, -1, -8, 0.3
> CCOCCCNC(=O)CCS(=O)(=O)Cc1ccc(C)cc1
→ 0.2, 3, 4, 2.3
> Cc1ccc(C(=O)Nc2cc(N)ccc2N)cc1
→ -0.1, -19, 10, 1.9

Results, from the first entry:
Sequence of screens: FBW7 act, TEAD-YAP block, MITF inh, GPR151 activ
> CS(=O)(=O)N(CC(=O)NC1CC1)c1ccc(OCc2ccccc2)cc1
→ -0.5, 4, 7, 1.0
> CC(C)CC(c1nnnn1Cc1ccc2c(c1)OCO2)N1CCN(C2CCCC2)CC1 (stereo not given)
→ -0.2, -1, -8, 0.3
> CCOCCCNC(=O)CCS(=O)(=O)Cc1ccc(C)cc1
→ 0.2, 3, 4, 2.3
> Cc1ccc(C(=O)Nc2cc(N)ccc2N)cc1
→ -0.1, -19, 10, 1.9
> CCCCSc1nnc(CSc2nc(C)cc(C)n2)n1-c1ccc(F)cc1
→ 0.2, 1, 12, -0.7
> O=C(O)c1ccc(Br)c(S(=O)(=O)N2CCCC2)c1
→ -0.2, -6, 3, 0.3
> COC(=O)Cn1cc(/C=C2\C(=O)NC(=O)N(c3cccc(C)c3C)C2=O)c2ccccc21
→ 0.0, 4, 12, -0.8
> Cc1ccc(N2C(=O)NC3CC2(C)Oc2ccc([N+](=O)[O-])cc23)cc1Cl (stereo not given)
→ 0.0, 2, -1, 0.0
> CCOc1cc(C2C(C(=O)N3CCCCC3)=C(C)NC3=C2C(=O)CC(C)(C)C3)ccc1O (stereo not given)
→ -0.1, -4, 10, 1.1
> COc1ccc(C2CC(c3cccs3)=NN2C(=O)CSc2nnc(CNC(=O)c3cccc([N+](=O)[O-])c3C)n2C)cc1 (stereo not given)
→ -0.1, -4, -5, 0.8
> O=c1c2c3c(sc2nc2c4ccccc4c4nncn4n12)CCCC3
→ 0.1, 8, 5, 1.0
> O=c1c2c(-c3ccccc3)csc2ncn1Cc1csc(-c2ccc(Cl)cc2)n1
→ 0.1, 3, -10, -0.3
> Cc1ccc(S(=O)(=O)N2CCCC2CNC(=O)c2ccccc2)cc1 (stereo not given)
→ 1.1, 5, -26, -1.5
> Cc1cc(C)cc(NC(=O)CSc2nnc(NC(=O)CC(C)C)s2)c1
→ -0.1, 4, -2, 0.0
> COc1cc([N+](=O)[O-])ccc1NC(=O)CSc1nc2[nH]ncc2c(=O)n1-c1ccc(Cl)cc1
→ 0.8, 5, 13, 0.8
> CN(C1(C)CCS(=O)(=O)C1)S(=O)(=O)c1ccc(F)cc1 (stereo not given)
→ 0.5, 5, -2, -1.3
> CC(=O)c1ccc(S(=O)(=O)N(C)Cc2cccc(F)c2)cc1
→ -0.2, 10, -4, 0.2
> O=C(NNC(=O)C1C2C=CC(C2)C1C(=O)NNC(=O)c1ccccc1)c1ccccc1 (stereo not given)
→ 0.1, 1, 5, -0.6
> COc1cc2ncnc(Nc3c(C)n(C)n(-c4ccccc4)c3=O)c2cc1OC
→ 0.0, 11, -9, -0.6
> CCOC(=O)C(=CNc1cc2c(cc1C)c(C)c(C)n2C)C(=O)OCC
→ 0.2, -4, -3, -0.2
> CO[C@H]1O[C@H](CO)C(O[C@@H]2OC(C(=O)O)[C@@H](O[C@H]3O[C@H](COS(=O)(=O)O)C(O[C@@H]4OC(C(=O)O)[C@@H](O[C@H]5O[C@H](CO)C(O[C@@H]6OC(C(=O)O)[C@@H](O[C@H]7O[C@H](COS(=O)(=O)O)C(O[C@@H]8OC(C(=O)O)=C[C@H](O)C8OS(=O)(=O)O)[C@H](O)[C@H]7NC(C)=O)[C@H](O)[C@H]6O)[C@H](O)[C@H]5NC(C)=O)[C@H](O)[C@H]4O)[C@H](O)[C@H]3NC(C)=O)[C@H](O)[C@H]2O)[C@H](O)[C@H]1NC(C)=O (stereo not given in full)
→ -0.1, 12, 24, 0.3
> COc1cccc(N(CC(=O)NC2CCCC2)C(=O)Cn2nnc(-c3ccc(C)o3)n2)c1
→ -0.1, 4, -6, 0.2
> Cc1cc(N2C(=O)c3ccc(C(=O)NCCC4=CCCCC4)cc3C2=O)no1
→ 0.0, -12, -6, 1.3
> COCCOC(=O)C1=C(C)NC(=S)NC1c1ccc(OCC(C)C)cc1 (stereo not given)
→ 0.3, -7, 12, -1.2
> COc1ccc(C2=CC3=C(Br)C(=O)C(C)(OC(=O)c4ccco4)C(=O)C3=CO2)cc1 (stereo not given)
→ 0.0, ., 4, 2.5
> Oc1ccc(Nc2nccn3c(-c4cccc5ccccc45)cnc23)cc1
→ 0.5, -6, -9, 1.9
> NNC(=O)c1cc(Br)c(Br)s1
→ 1.2, -12, 22, -0.7
> CC1CCC(NC(=O)CCCn2c(=S)[nH]c3cc4c(cc3c2=O)OCO4)CC1 (stereo not given)
→ 0.0, -10, -1, 0.3
> COc1ccccc1CNC(=O)c1cnn2c(C)c(Cc3ccc(F)cc3)c(C)nc12
→ 0.1, 0, 8, 1.5
> O=S(=O)(c1ccc(-n2ccc(-c3ccc(Cl)cc3)n2)cc1)N(CCO)CCO
→ -0.2, -52, -18, -1.4
> Cn1nnc2cc(NC(=O)Nc3cccc4ccccc34)ccc21
→ -0.1, -37, 13, 0.0
> Nc1cc(N)nc(SCC(=O)NCCOc2ccccc2)n1
→ 2.2*, 16, 11, -1.1
> Cc1ccccc1C1C2=C(CC(C)(C)CC2=O)OC2=C1C(=O)CC(C)(C)C2
→ 0.1, 3, 14, 2.1
> O=C(CCC1CCCC1)Nc1cccnc1
→ 0.0, -14, 9, -2.1
> O=C(c1ccc([N+](=O)[O-])cc1)N1CCN(C(=O)c2ccco2)CC1
→ 0.0, 4, 15, 0.6
> O=C(CNc1cccc2ccccc12)N/N=C/c1cccnc1
→ -0.1, -7, -2, 0.3
> c1n[nH]c(Sc2ncnc3sc4c(c23)CCCC4)n1
→ -0.1, 4, 11, -0.5
> O=C(OCCN1CCCC1=O)c1cc(Br)ccc1Cl
→ -0.1, -1, -6, -1.0
> Cc1ccc(C2C=C(c3cccs3)Oc3ccccc32)cc1 (stereo not given)
→ -0.1, -4, -4, -0.5
> c1cn(-c2ccc(Nc3nc(NCCN4CCOCC4)c4[nH]cnc4n3)cc2)cn1
→ -0.1, -3, 1, -1.0
> CCOc1ccc(NC(=O)CSc2nc(N)c3c4c(sc3n2)CN(C)CC4)cc1
→ -0.2, 2, -10, 0.4
> COc1ccc(NC(=O)CN(Cc2ccccc2)S(=O)(=O)c2ccc(C)cc2)cc1Cl
→ 0.1, 1, 5, 2.2
> O=C(Nc1cccc(-c2cc3ccccc3oc2=O)c1)c1cc(I)ccc1Cl
→ 0.2, 3, 17, 1.0
> COCCn1c(=NC(=O)c2ccccc2[N+](=O)[O-])sc2ccccc21
→ 0.1, -24, 8, 0.3
> COc1ccc2c(C)nc(N3CCC(NCCc4ccc(C)cc4)CC3)nc2c1
→ 0.3, 2, 7, -1.9
> CCC(C)(C)C1CCc2[nH]nc(C(=O)NN)c2C1 (stereo not given)
→ -0.1, 23, -18, 1.3
> O=C1C2C3C=CC(C2C(=O)N1Cc1ccccc1)C1C2C(=O)N(Cc4ccccc4)C(=O)C2C31 (stereo not given)
→ -0.2, 0, -6, 1.4
> COc1ccc(COc2ccccc2C(N)=O)cc1F
→ 0.4, -41, 24, -3.4
> O=C(CCn1nc(-c2ccccc2)ccc1=O)NCc1ccccc1Cl
→ 0.0, 2, -8, 1.6
> CCOCCOC(=O)C1=C(C)NC2=C(C(=O)CC(c3ccccc3)C2)C1c1ccc(Cl)cc1Cl (stereo not given)
→ 0.1, 8, -7, 0.9
> Cc1nc(N2CCCCC2)c2c(C)c(C(=O)NCc3ccccn3)sc2n1
→ -0.3, 0, -6, -0.8
> CCCCCOc1ccc(Br)cc1/C(C)=N/NC1=NCCN1
→ -0.1, 62*, -1, 0.3
> CCOC(=O)Cn1c(CN2CCN(c3ccccc3)CC2)nc2c1c(=O)n(C)c(=O)n2C
→ -0.1, 7, -12, -0.7
> O=C(Cn1cnc2c(sc3cccc(F)c32)c1=O)NC1CCCCC1
→ -0.2, -3, -13, 2.2
> Cc1cc2c(NCc3ccccc3Cl)ncnc2s1
→ 0.0, 8, 3, -0.2
> CN(C)c1ccc(/C=N/n2c(-c3ccccn3)n[nH]c2=S)cc1[N+](=O)[O-]
→ -0.8, -3, 18, 0.4
> Cc1ccc(CC(=O)n2nnc3ccccc32)cc1
→ 0.1, 3, 50, -1.3
> Cc1ccc(-c2nc(NC(=O)C(C(C)C)N3C(=O)c4ccccc4C3=O)sc2C)cc1 (stereo not given)
→ -0.3, 9, 2, -0.6
> CC(C)Oc1ccc(CSc2nc3sc4c(c3c(=O)n2-c2ccccc2)CCCCC4)cc1
→ 0.0, 3, 14, -0.9
> CCn1c(C)nc2cc(C(=O)N3N=CCC3(O)C(F)(F)F)ccc21 (stereo not given)
→ 0.0, -3, 29, 0.3

Copied from the list:
COc1cc2ncnc(Nc3c(C)n(C)n(-c4ccccc4)c3=O)c2cc1OC in GPR151 activ has -0.6
CS(=O)(=O)N(CC(=O)NC1CC1)c1ccc(OCc2ccccc2)cc1 in TEAD-YAP block has 4
Cc1ccc(S(=O)(=O)N2CCCC2CNC(=O)c2ccccc2)cc1 (stereo not given) in MITF inh has -26
COc1ccc(NC(=O)CN(Cc2ccccc2)S(=O)(=O)c2ccc(C)cc2)cc1Cl in FBW7 act has 0.1
Cc1nc(N2CCCCC2)c2c(C)c(C(=O)NCc3ccccn3)sc2n1 in GPR151 activ has -0.8

Continuation:
Sequence of screens: FBW7 act, TEAD-YAP block, MITF inh, GPR151 activ
> CCN(CCO)C(=O)c1c2c(nc3ccccc13)CCCC2
→ 0.6, 8, 24, -2.0
> CCN1C(=O)CC(CC(=O)N2CCCC(c3ccccc3)CC2)(c2ccccc2C)C1=O (stereo not given)
→ -0.2, -35, -17, -1.0
> CC(=O)N1C(=O)NC2C1NC(=O)N2C(C)=O (stereo not given)
→ 0.1, 12, 10, -0.7
> Cc1ccc(C(=O)COC(=O)C(C)N2C(=O)C3C4C=CC(C4)C3C2=O)cc1 (stereo not given)
→ 0.7, -5, 8, -0.6
> CCN(C(=O)c1ccccc1O)c1c(C)n(C)n(-c2ccccc2)c1=O
→ 0.0, -17, -9, -1.1
> CNC(=S)NNc1ccc(C(F)(F)F)cc1[N+](=O)[O-]
→ -0.1, -13, 1, 0.4
> O=C(c1cc2nc(-c3ccc(Br)cc3)cc(C(F)(F)F)n2n1)N1CCCCCC1
→ -0.1, -15, 2, 1.0
> CCOC(=O)N1CCC(NS(=O)(=O)c2cc3c(cc2Cl)NC(=O)CO3)CC1
→ -0.1, -8, -10, -1.0
> CCC(=O)c1ccc(OCC(=O)Nc2nn3cnnc3s2)cc1
→ 0.1, -2, 11, -0.2
> N#Cc1cc2cccc3c2n(c1=O)CCC3
→ -0.2, 2, -2, -0.2
> Cn1c(SCC2CCCO2)nnc1-c1cccc([N+](=O)[O-])c1 (stereo not given)
→ -0.1, 10, 18, -0.6
> CCN(CC)c1ccc(C=Nc2ccc([N+](=O)[O-])cc2O)c(O)c1
→ -0.1, 11, 3, 0.5
> Cc1[nH]c2ccccc2c1C(=O)CN1CCN(c2ccc(F)cc2)CC1
→ 0.0, -3, -2, -0.6
> O=C(CNC(=O)c1ccc(Cl)cc1)NNC(=O)c1ccc(Br)cc1
→ 0.1, -2, 0, -0.7
> O=C(O)c1c(CNCc2ccccc2)c2ccccc2n1Cc1ccccc1F
→ 0.1, 10, 11, -0.2
> CN(C(=O)COc1ccc2ccccc2c1)C1CCS(=O)(=O)C1 (stereo not given)
→ 0.3, 2, 6, -0.1
> O=C(O)CCP(=O)(O)CN1CCOCC1
→ -0.1, -2, -8, 1.8
> COc1ccc(C2(CNC(=O)c3ccc(Br)o3)CCCC2)cc1OC
→ -0.1, -1, 4, -0.8
> Cc1[nH]c(C(=O)O)c(C)c1C#N
→ -0.3, 0, -1, 1.4
> Cc1c(O)nc(SCC(N)=O)n(-c2ccccc2)c1=O
→ 0.5, 3, 16, 0.3
> O=C1Nc2cc(C(=O)N3CCCCC3)ccc2Sc2ccccc21
→ 0.1, 2, 0, 2.1
> Cc1ccc2nc(Cn3c(C)nc4ccccc43)cc(=O)n2c1
→ -0.1, -4, -1, 1.9
> COc1cccc(-c2nc3cc(NC(=O)c4cccnc4)ccc3o2)c1
→ 0.1, -61, 7, -0.5
> FC(F)(F)c1ccc(-c2cnnc(NCc3ccon3)n2)cc1
→ -0.1, -2, -6, -1.4
> COCCNc1nccn2c(-c3cnc(OC)nc3OC)cnc12
→ 0.1, -1, -4, 0.3
> Cn1cc(/C=C2/NC(=O)NC2=O)c2ccccc21
→ 0.0, -7, 7, 0.4
> C/C(CCC(C)C)=N\Nc1nc2ccccc2[nH]1
→ -0.7, -19, -4, -1.1
> CN(CCO)c1cc(N2CCN(Cc3ccc4c(c3)OCO4)CC2)c2nonc2c1[N+](=O)[O-]
→ 0.0, 6, 3, -1.0
